KCNH2 3.1 block = inhibitors of human KCNH2 3.1 potassium channel isoform | U2OS KCNH2 3.1, thallium flux FluxOr; stronger effect = lower value | activity change, % (tested at about 1.8 µM) | 340,000 tested, 0.95% active | AID 720553;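 active = maximum activity change below -70%; inconclusive = maximum activity change from -70% to -50%; inactive = maximum activity change above -50%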;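 also: thallium influx rate constant from kinetic fluorescence after stimulation buffer; % is scaled to controls: 0 for no effect and ±100 for the full control effect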
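FluxOr-based Tl+ influx in U2OS cells transduced with KCNH2 3.1 virus; rate constants normalized to DMSO controls.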
A-T KAP1 phos = potential ataxia-telangiectasia treatments restoring KAP-1 phosphorylation. 320,000 tested, 0.19% active. […] A-T fibroblasts, KAP-1 phosphorylation AlphaLISA; neocarzinostatin DNA damage 30 min before lysis. Potency, µM (series often up to 57.5 µM), for the others: at the highest dose activation, hits mostly activators; also: potency is read from the fitted curve at half-maximal effect; % of control where 0% means no effect; nearly all actives have a fitted effect of over 45% in size
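hTERT-immortalized A-T patient fibroblasts ([…]), 500 cells/well in OPTI-MEM, 1% FBS, got compounds for 60 min, then NCS for 30 min at 37C. Lysates were then assayed for phospho-KAP-1 by AlphaLISA (anti-pKAP1 donor, anti-KAP1 acceptor beads), 6 hr at 25C.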
Coupling enz = coupling enzyme interference in Giardia aldolase counter-screen. coupling enzyme system counterscreen, AmpLite Red fluorescence. activity change, negative = inhibition, % at 58.2 µM, hits read low. AID 2472. 290,000 tested, 0.67% active; in the data active = activity change below about -30%; also: % is scaled to controls: 0 for no effect and ±100 for the full control effect
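First, compound is pin-transferred into glyceraldehyde-3-phosphate coupling-enzyme reagent at 57.5 uM final and held 10 min at RT. Next, substrate, coupling system and AmpLite Red are added. After 20 min RT, fluorescence (525/598 nm) is read.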
S-ASM inh = blocks human secretory acid sphingomyelinase; P17405; placental ASM, HMU-PC fluorogenic substrate, 60 min; Potency, µM (top dose mostly 57.5 µM), for the others: top-dose activity change, negative = inhibition, hits mostly inhibitors; 340,000 tested, 0.006% active; also: potency is read from the fitted curve at half-maximal effect
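Steps: dispense placental human ASM, pin compound, wait 10 min at room temperature, add HMU-PC0 substrate at 9 uM final, incubate 60 min at 37 °C, add stop solution raising pH to 10, read fluorescence.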
MBNL1-CUG inh = MBNL1-poly(CUG) RNA binding inhibition; Q9NR56; TR-FRET MBNL1-His/biotin-(CUG)12 binding, 665/545 ratio; Potency, µM (highest dose often 57.5 µM), inactives show at the top dose activity change, negative = inhibition, usual class: inhibitors; 280,000 tested, 0.036% active; active = well fitted inhibition curve with a large enough effect in the signal ratio, with a control signal flat, not every such curve was filed as active; inconclusive = small, poorly fitted or top-dose-only effect, or effect the other way, or a change in a side signal; inactive = no such curve, though single readings can be large or run the other way; the % refers to the signal ratio; also: potency is read from the fitted curve at half-maximal effect; % is scaled to controls: 0 for no effect and ±100 for the full control effect
Target sequence (Q9NR56 whole entry, looked up): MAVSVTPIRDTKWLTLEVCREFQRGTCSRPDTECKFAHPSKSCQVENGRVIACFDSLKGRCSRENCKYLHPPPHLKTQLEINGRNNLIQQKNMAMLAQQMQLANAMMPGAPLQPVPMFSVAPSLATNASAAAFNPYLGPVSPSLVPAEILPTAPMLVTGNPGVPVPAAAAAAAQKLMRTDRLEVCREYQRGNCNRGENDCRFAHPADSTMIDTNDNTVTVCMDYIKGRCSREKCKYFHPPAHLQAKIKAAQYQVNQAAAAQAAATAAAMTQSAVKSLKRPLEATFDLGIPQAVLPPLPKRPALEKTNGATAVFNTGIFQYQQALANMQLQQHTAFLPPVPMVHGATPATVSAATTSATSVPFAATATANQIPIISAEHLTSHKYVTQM
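TR-FRET between His-tagged MBNL1 and biotin-(CUG)12 RNA, detected with Tb anti-His antibody (0.055 ng/ul) and streptavidin-XL665 (5 nM), 60 min at room temperature. Compounds titrated 92 nM to 58 uM; 665/545 nm ratio normalized to buffer and complex controls.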
TRPV1 agonist = human TRPV1 agonism; TRPV1-expressing cells, Fluo-8 calcium influx, agonist mode; activation, % at 8.33 µM; 320,000 tested, 0.19% active; AID 540275; in the data active = activation above about 80%; inconclusive = between about 30% and that limit; also: 0% is about no effect
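TRPV1-expressing cells were cultured overnight at 35.5C and loaded with Fluo-8 calcium dye for 40 to 90 min at room temperature. After a 10 s baseline, compound was added and calcium influx was read kinetically for 3 min (ex 480/em 520 nm).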
KCNH2 WT inh = blocks the wildtype human KCNH2 potassium channel; U2OS, BacMam KCNH2, thallium flux FluxOr; stronger effect = lower value; activity change, % at 1.84 µM; 340,000 tested, 0.37% active; AID 720551;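 active = maximum activity change below -70%; inconclusive = maximum activity change between -70% and -50%; inactive = maximum activity change above -50%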; also: % is scaled to controls: 0 for no effect and ±100 for the full control effect
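U2OS cells were transduced with wild-type KCNH2 virus (2.03 x 10^8 / mL) for 4 h at room temperature, then cultured overnight at 37 C. Thallium flux was read with FluxOr dye. Rate constants were normalized to DMSO controls.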
MLL CXXC-DNA inh = inhibitors of human MLL CXXC domain-DNA interaction. Q03164. MLL-CXXC / FITC-HOXA9 DNA fluorescence polarization. Potency, µM (top dose mostly 115 µM), for the others: top-dose activity change, negative = inhibition, actives largely listed as inhibitors. 290,000 tested, 0.037% active. AID 2662; active = well fitted inhibition curve with a large enough effect in the polarisation, with a control signal flat, not every such curve was filed as active; inconclusive = small, poorly fitted or top-dose-only effect, or effect the other way, or a change in a side signal; inactive = no such curve, though single readings can be large or run the other way; the % refers to the polarisation; also: potency is read from the fitted curve at half-maximal effect
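Fluorescence polarization: 7 uM MLL-CXXC (stock) preincubated 5 min with compounds, then 50 nM fluorescein-HOX-A9 DNA (stock) added; 30 min ambient. Buffer 50 mM Tris-HCl pH 7.5, 50 mM NaCl, 1 mM DTT, 0.05% BSA.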
Integrin act MD = integrin-mediated muscular dystrophy alleviation activation | alpha7betagal myoblasts, beta-gal FDG fluorescence, 48 h | Potency, µM (titrated, usually from 38.3 µM), for inactives: top-dose activation, hits mostly activators | 350,000 tested, 0.064% active | AID 624291;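 also: potency is read from the fitted curve at half-maximal effect; 100% = response of the positive control SU9516; nearly all actives have a fitted effect of over 60% in size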
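alpha7betagal+/- myoblasts (passage 13, 250/well) treated 48 h at 37C with compounds at 1:260 dilution of DMSO stock. Lysed, then beta-galactosidase activity read as FDG fluorescence (ex 480/em 540) after 30 min, with pre-read for autofluorescence.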
GALK inh = blocks human galactokinase activity | Potency, µM (series often up to 57.5 µM), inactives show at the highest dose activity change, negative = inhibition, most hits filed as inhibitors | Purified GALK, Kinase-Glo residual ATP luminescence | P51570 | AID 1868 | 270,000 tested, 0.007% active; also: potency is read from the fitted curve at half-maximal effect; % is scaled to controls: 0 for no effect and ±100 for the full control effect
Target sequence (P51570 whole entry, looked up): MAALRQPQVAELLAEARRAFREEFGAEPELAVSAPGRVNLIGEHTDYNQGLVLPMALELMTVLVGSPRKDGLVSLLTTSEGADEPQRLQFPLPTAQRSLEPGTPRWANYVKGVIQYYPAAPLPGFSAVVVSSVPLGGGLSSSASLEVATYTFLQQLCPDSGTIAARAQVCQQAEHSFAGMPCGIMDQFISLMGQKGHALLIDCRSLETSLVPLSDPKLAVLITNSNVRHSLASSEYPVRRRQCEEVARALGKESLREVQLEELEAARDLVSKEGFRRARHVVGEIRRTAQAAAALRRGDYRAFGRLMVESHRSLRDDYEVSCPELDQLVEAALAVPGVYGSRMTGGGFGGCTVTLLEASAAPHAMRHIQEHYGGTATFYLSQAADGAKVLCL
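The enzyme phosphorylates galactose (100 uM) using ATP (35 uM); inhibition is detected as higher residual ATP, quantified by bioluminescence after 1 h reaction at room temperature, pH 8.0.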
* marks the source's active call; other numbers are inactive results; i = inactive; ? = inconclusive; nt = no result given; [ ] = dose if it differs, or a comment. Unless noted, calls follow the shape of the dose curve; as a rule, active = well fitted curve in the direction sought with a large enough effect; inconclusive = small, poorly fitted or top-dose-only effect, or another doubt; inactive = no such curve, though single readings can be large; an effect the other way counts as inactive or inconclusive.

item	Compound	KCNH2 3.1 block	A-T KAP1 phos	Coupling enz	S-ASM inh	MBNL1-CUG inh	TRPV1 agonist	KCNH2 WT inh	MLL CXXC-DNA inh	Integrin act MD	GALK inh
1	Cn1c(=O)c2c(nc(SCC(=O)N3CCOCC3)n2C)n(C)c1=O	-2	-1%	2	-1%[11.5 µM]	2%	0	-3	11%	0%	1%
2	CCN(CC(=O)Nc1c(F)cccc1F)C(=O)CSc1ccccc1	7	-2%	nt	0%	nt	-2	2	nt	-19%	nt
3	COc1ccc(S(=O)(=O)N2CCOCC2)cc1NC(=O)CN1C(=O)NC2(CCCC2)C1=O	-8	4%	nt	-1%	nt	1	-1	nt	-24%	nt
4	O=C(NCc1ccc2c(c1)OCO2)c1nc(Cn2cc(Br)cn2)no1	-11	-6%	0	1%	-6%	?	3	-1%	-12%	-2%
5	CNc1cc(C)c(C#N)c2nc3ccccc3n12	10	11%	3	i	12%	-1	-7	10%	24%	-7%
6	Cc1ccc(C)c(OCCC(=O)OCC(=O)NCCc2ccc(S(N)(=O)=O)cc2)c1	-20	0%	nt	2%	nt	-2	-9	nt	2%	nt
7	CCOC(=O)c1c(NC(=O)CCN2CCOCC2)sc2c1CC(C)(C)OC2	-4	9%	3	0%	-3%	16	4	-1%	-23%	7%
8	O=C(Nc1ccccc1)NC(Cc1ccc(O)cc1)C(=O)O (stereo not given)	9	3%	1	0%	-4%	0	-6	-3%	15%	0%
9	CCOC(=O)/C(=C\c1cn(C)c2ccccc12)[N+](=O)[O-]	0	-7%	1	-3%	-15%	11	-2	-2%	-1%	-4%
10	O=C(Cc1ccc(Cl)c(Cl)c1)Nc1ccc(S(=O)(=O)Nc2ncccn2)cc1	-8	-6%	6	1%	-1%	-2	3	13%	?	-1%
11	COc1ccccc1C(=O)Nc1nnc(S(=O)(=O)N2CCN(c3ccc(F)cc3)CC2)s1	14	nt	nt	-2%	5%	-8	-3	2%	-9%	-5%
12	O=C(Nc1ccccc1F)c1cc(Cl)sc1Cl	-4	11%	2	-1%	5%	16	1	-9%	-11%	6%
13	c1ccc(COCCN2CCN(CCOCc3ccccc3)CC2)cc1	10	nt	6	-1%	-17%	2	35	3%	3%	4%
14	Cn1c(=O)c2c(nc(SCCCC#N)n2Cc2ccccc2F)n(C)c1=O	-5	10%	3	1%	-8%	-3	-4	-3%	0%	-1%
15	O=C(Nc1nccs1)c1cn(-c2ccccc2)nc1-c1ccncc1	14	-3%	3	-2%	5%	0	1	8%	9%	-1%
16	Cc1ccc(Sc2nc(C)cc(C)c2S(C)(=O)=O)cc1	2	-4%	2	-8%	-21%	9	-3	-4%	-3%	1%
17	Cc1ccc(NC(=O)c2ccc([N+](=O)[O-])cc2Cl)nc1	15	-1%	3	-3%	?	?	-3	-2%	36%	nt
18	COC(=O)c1c(C)oc2c1cc(NS(=O)(=O)c1cccs1)c1ccccc12	-4	-5%	0	-24%	-1%	20	-13	4%	19%	1%
19	CN1CCN(NC(=O)c2cc([N+](=O)[O-])cc([N+](=O)[O-])c2)CC1	-5	1%	-1	0%	?	0	32	-1%	-26%	2%
20	O=C(c1cc2nc(-c3ccccc3)cc(C(F)(F)F)n2n1)N1CCCC1	1	nt	nt	6%	nt	nt	6	nt	-19%	nt
21	CCOc1ccc(NC(=O)c2sc3nc(N4CCOCC4)c4c(c3c2N)CCCC4)cc1	4	1%	nt	333%[activator]	8%	-4	9	5%	31%	6%
22	COc1ccc2c(c1)CCc1sc(NC(=O)c3ccco3)nc1-2	-7	1%	-23	-5%	-7%	12	1	-3%	-14%	1%
23	COc1ccccc1NC(=S)NNC(=O)c1ccc(O)cc1	2	-3%	1	-1%	0%	-1	-3	21%	17%	1%
24	CC(C)NC(=O)/C(=C/c1cn(-c2ccccc2)nc1-c1cccc([N+](=O)[O-])c1)NC(=O)c1ccccc1	3	0%	-5	nt	-3%	4	-5	-2%	-10%	-2%
25	CCOC(=O)c1cc(C(=O)OCC)c(=O)[nH]c1SCc1ccccc1	-7	-3%	-2	-1%	-29%	-3	-8	5%	?	-5%
26	CC1=NC(=O)C(N=Nc2cccc(C(=O)O)c2)N1c1ccccc1 (stereo not given)	-1	-5%	-3	-3%	?	-5	8	?	-6%	-5%
27	CC(C)c1onc(C(=O)NCc2cccs2)c1[N+](=O)[O-]	-2	-3%	2	-1%	20%	24	-2	16%	-25%	5%
28	COC(=O)C1CCN(C(=O)CN2C(=O)NC(CCc3ccccc3)C2=O)CC1 (stereo not given)	12	0%	2	3%	-7%	3	6	-1%	?	0%
29	CCOC(=O)C(C)Sc1nc(-c2ccccc2)nc2ccc(F)cc12 (stereo not given)	5	14%	0	1%	6%	6	-3	-1%	7%	-2%
30	CCCC(=O)c1cc2ccccc2oc1=O	-10	3%	-1	-2%	?	0	-15	7%	-8%	3%
31	Cn1cccc1C(=O)NNC(=O)COc1ccccc1Cl	3	-4%	nt	3%	nt	0	0	nt	27%	nt
32	O=C(NNC(=O)C1CCC1)c1ccc(Br)cc1	-11	2%	nt	5%	nt	-5	-11	nt	16%	nt
33	Cc1cc(NC(=O)Nc2ccc(C)c(C)c2)no1	10	5%	-5	1%	-8%	-6	-4	20%	17%	-2%
34	O=S(=O)(c1cccc(C(F)(F)F)c1)N1CCC(c2nc3ccccc3[nH]2)CC1	-4	0%	1	4%	-5%	17	0	21%	3%	3%
35	Cc1cc(CNC(=O)c2cc(-c3ccccc3)nc3ccccc23)nn1C	-9	1%	2	-4%	29%	16	-6	-14%	3%	2%
36	O=C(Nc1ccccc1OCc1ccccc1)c1ccccc1Br	-40	-1%	6	-9%	-1%	8	10	4%	14%	-2%
37	CCN(C(=O)c1cccc(Br)c1)c1ccccc1	-3	-8%	-2	-2%	-2%	20	-1	3%	-14%	1%
38	CCCN(Cc1nnc(-c2cccs2)o1)C(=O)CN1C(=O)NC2(CCC(C)CC2)C1=O (stereo not given)	10	-9%	nt	0%	nt	0	31	nt	0%	nt
39	CCC(C)(C)c1nnc(NC(=O)c2ccc([N+](=O)[O-])cc2)s1	16	-1%	0	-1%	4%	19	2	-2%	15%	-1%
40	COC(=O)C1=C(C)NC2=C(C(=O)CC(C)(C)C2)C1c1ccsc1 (stereo not given)	2	nt	3	286%[activator]	20%	0	-7	-3%	23%	-4%
41	Cc1cccc(NC(=O)CSc2nnc(Cn3nnc(-c4ccccc4)n3)n2-c2ccccc2)c1	5	4%	0	-11%	2%	1	-5	3%	0%	-1%
42	CCOC(=O)N1CCN(C(=O)c2cnn3c(C(F)(F)F)cc(-c4cccs4)nc23)CC1	14	3%	3	64%[activator]	12%	0	-12	0%	22%	1%
43	O=S(=O)(Nc1ccc2nc(-c3ccc(Br)o3)[nH]c2c1)c1ccccc1	nt	-1%	-14	nt	32%[activator]	0	nt	1%	nt	2%
44	CCN(c1ccc(C)cc1C)S(=O)(=O)c1nnc(NC(=O)C(C)(C)C)s1	-5	-1%	-4	0%	3%	6	7	1%	21%	-1%
45	O=C1C(O)=C(O)C(=O)c2ccccc21	-9	nt	nt	0%	nt	nt	2	nt	0%	nt
46	COc1ccc(Cc2nc3ccc(C(=O)NC(C)Cc4ncccc4C)cc3o2)cc1OC (stereo not given)	-12	-8%	nt	2%	?	8	-2	4%	6%	-1%
47	c1ccc2c(c1)CC/C2=N/Nc1nc2ccccc2[nH]1	-19	-4%	-20	-2%	-2%	9	0	-9%	-29%	-2%
48	COc1ccccc1-c1c(C)oc2c(CN3CCN(C)CC3)c(O)ccc2c1=O	-23	1%	1	27%	?	-6	7	3%	-1%	-5%
